Screening results from PubChem BioAssay.
AmpC no deterg: blocks E. coli AmpC beta-lactamase in detergent-free assay. Potency, µM (series often up to 57.1 µM), for the others: at the highest dose activity change, negative = inhibition, most hits filed as inhibitors. hit rate 0.52% among 330,000. AmpC nitrocefin hydrolysis, absorbance 480 nm, 0.0001% Triton. P00811;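 also: potency is read from the fitted curve at half-maximal effect; plate controls were no compound for no effect and no enzyme for full effect; nearly all actives have a fitted effect of over 20% in size; some results filed as inactive show a strong effect at the top dose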
Target sequence (P00811 whole entry, looked up): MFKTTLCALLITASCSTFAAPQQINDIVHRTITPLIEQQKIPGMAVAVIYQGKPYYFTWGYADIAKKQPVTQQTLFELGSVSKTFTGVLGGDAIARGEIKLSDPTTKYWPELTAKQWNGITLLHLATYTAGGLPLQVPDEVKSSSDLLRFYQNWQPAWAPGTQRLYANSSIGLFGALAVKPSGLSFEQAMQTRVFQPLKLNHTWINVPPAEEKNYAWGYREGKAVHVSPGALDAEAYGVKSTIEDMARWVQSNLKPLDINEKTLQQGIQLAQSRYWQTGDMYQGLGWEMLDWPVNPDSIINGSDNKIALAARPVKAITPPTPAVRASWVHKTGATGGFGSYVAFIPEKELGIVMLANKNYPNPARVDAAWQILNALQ
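20 mM phosphate pH 7.0 + 0.01% (detergent screen) or 0.0001% Triton X-100; 5.3 nM AmpC reagent; cpd preinc 15 min RT; nitrocefin (800 uM stock) to start; A480 q20 s × 4 min; Activity was normalised to no-enzyme and no-compound control wells.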
AmpC detergent: AmpC beta-lactamase inhibition with detergent present. P00811. AmpC hydrolysis of nitrocefin, absorbance 480 nm, 0.01% Triton. Potency, µM (top dose mostly 114 µM), for inactives: top-dose activity change, negative = inhibition, most hits filed as inhibitors. hit rate 0.041% among 370,000;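 also: potency is read from the fitted curve at half-maximal effect; 0% = no-compound wells and -100% = no-enzyme wells; nearly all actives have a fitted effect of over 25% in size; some results filed as inactive show a strong effect at the top dose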
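20 mM phosphate pH 7.0 + 0.01% (detergent screen) or 0.0001% Triton X-100; 5.3 nM AmpC reagent; cpd preinc 15 min RT; nitrocefin (800 uM stock) to start; A480 q20 s × 4 min; Activity was normalised to no-enzyme and no-compound control wells.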
FBPA Giardia inh: Giardia lamblia aldolase inhibition; A8B2U2; purified Giardia FBPA; Potency, µM (doses to about 59.6 µM), for the others: at the highest dose activity, negative = inhibition, hits mostly inhibitors; hit rate 0.71% among 290,000; also: potency is read from the fitted curve at half-maximal effect; nearly all actives have a fitted effect of over 55% in size
Target sequence (A8B2U2 whole entry, looked up): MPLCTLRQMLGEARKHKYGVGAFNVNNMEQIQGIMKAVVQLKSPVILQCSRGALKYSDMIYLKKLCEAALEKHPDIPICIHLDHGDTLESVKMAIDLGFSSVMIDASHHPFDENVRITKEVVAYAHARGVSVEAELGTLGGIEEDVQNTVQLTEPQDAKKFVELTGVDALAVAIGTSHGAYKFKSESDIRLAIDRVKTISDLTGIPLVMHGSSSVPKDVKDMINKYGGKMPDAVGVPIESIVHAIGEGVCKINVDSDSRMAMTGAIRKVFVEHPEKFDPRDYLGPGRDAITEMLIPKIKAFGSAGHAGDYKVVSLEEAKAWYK
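40 nM FBPA preincubated 10 min at RT with compound (up to 57.5 uM final), then substrate plus GAPDH/TPI/NAD/arsenate coupling and diaphorase/resazurin added. Fluorescence read after 20 min at RT, 525/598 nm.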
Sm TGR inh: inhibitors of Schistosoma mansoni thioredoxin glutathione reductase; AID 485364; Potency, µM (top dose mostly 114 µM), inactives show at the top dose activity change, negative = inhibition, most hits filed as inhibitors; hit rate 3% among 360,000; purified TGR, DTNB reduction, TNB absorbance 405 nm; also: potency is read from the fitted curve at half-maximal effect; nearly all actives have a fitted effect of over 60% in size
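TGR 20 nM + NADPH 100 uM (dispensed conc.), cpd preinc 15 min RT; start with NADPH (500 uM addition) then DTNB (15 mM addition). Kinetic TNB absorbance, 405 nm filter. Four-parameter Hill fit across titration.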
HCMV antiviral: inhibitors of human cytomegalovirus; HFF cells, HCMV-luciferase reporter, 72 h; stronger effect = lower value; activity change, negative = inhibition, % at 57.5 µM; hit rate 4.5% among 410,000; AID 1259415; in the data active = activity change below about -60%; inconclusive = no clear call, values can overlap the other calls; inactive = above about -39%
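Steps: HFFs plated, 16 h 37C; compounds added; HCMV-luciferase added to MOI 1 PFU/cell; 72 h 37C; OneGlo reagent, 5 min room temperature; luminescence read, normalized to controls.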
HCV inhibitor: HCV inhibition. Huh7.5.1 HCVcc-Cre infection, luciferase reporter, 44 h. Potency, µM (doses to about 41.8 µM), for inactives: at the highest dose activity change, negative = inhibition, usual class: inhibitors. hit rate 3.4% among 340,000; also: potency is read from the fitted curve at half-maximal effect
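Luciferase read-out (15 sec integration) after a 15 min room-temperature substrate step quantifies HCVcc-Cre infection. Cells, 1,000 per well, had compound added 4 h post-plating, then virus at ~0.5 moi, and were cultured 44 h.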
* marks the source's active call; other numbers are inactive results; ? = inconclusive; / = not tested or not shown; & = joins results of further samples; [ ] = another dose, or the depositor's remark. Unless noted, calls follow the shape of the dose curve; as a rule, active = well fitted curve in the direction sought with a large enough effect; inconclusive = small, poorly fitted or top-dose-only effect, or another doubt; inactive = no such curve, though single readings can be large; an effect the other way counts as inactive or inconclusive. Unless noted, % is scaled to controls: 0 for no effect and ±100 for the full control effect.

SMILES	AmpC no deterg	AmpC detergent	FBPA Giardia inh	Sm TGR inh	HCMV antiviral	HCV inhibitor
Cc1cc(=O)oc2cc(OCC(=O)NCC3CCCO3)ccc12 (configuration not stated)	-15%	-10%	0%	-18%	-15	14%
Cc1ccc2nc(-c3c[nH]c4ccccc34)c(Nc3ccc(F)cc3)n2c1	/	20%	/	5%	64	/
Cc1nnc(NC(=O)CCn2c(=O)oc3ccccc32)s1	-4%	0%	-1%	14%	13	-5%
CS(=O)(=O)N(CC(=O)NCCSCc1c(F)cccc1Cl)c1ccc2c(c1)OCO2	34%	?	-11%	0%	5	?
CCOC(=O)CSc1n[nH]c(=S)s1	1%	2%	?	?	-21	1%
Cc1cc(N2CCN(S(=O)(=O)c3ccc(Cl)cc3)CC2)c2ccccc2n1	66%[activator]	-3%	4%	2%	-87*	11µM*
COc1ccc(NC2CCCN(C(=O)c3ccc(C)c(N4CCNC4=O)c3)C2)cc1 (configuration not stated)	72%[activator]	-8%	/	0%	23	-1%
COc1ccc(-n2ncc3c(=O)n(CC(=O)N4c5ccccc5CC4C)cnc32)cc1 (configuration not stated)	-17%	-5%	-3%	-1%	-30	?
Cc1nc2ccccc2n1C(=O)N1CCOCC1	-32%	?	3%	4%	0	6%
O=C(CNc1ccccc1N1CCCC1=O)Nc1cc(Cl)ccc1-n1cncn1	-6%	-18%	/	-1%	-16	1%
O=C(CCNS(=O)(=O)c1ccc(OC(F)(F)F)cc1)NC1CC1	2%	/	/	/	1	6%
O=C(Cn1c(=O)n(-c2cccc(Cl)c2)c(=O)n1CC(=O)N1CCCCC1)N1CCCCC1	-5%	0%	0%	-7%	11	16%&-14%
CCOc1ccc2oc(C(=O)NCC(c3ccco3)N(C)C)c(C)c2c1 (configuration not stated)	3%	1%	/	3%	-5	?
CCc1ccc(-c2cc(C)no2)cc1S(=O)(=O)Nc1cccc(CN2CCCC2)c1	-2%	-4%	-7%	-10%	0	-10%
CN1CCC=C(C(=O)N2c3ccccc3Sc3ccc(Cl)cc32)C1	103%[activator]	-2%	-13%	-4%	-28	?
COc1ccccc1-n1cnnc1SCC(=O)NC1CCCC1	-12%	?	/	-7%	-28	-7%
CCCCn1c(NCc2ccncc2)nc2ccccc21	-8%	-7%	1%	8%	-4	12%
CCN(C(=O)CSc1nnc(-c2ccccc2Br)o1)C1CCS(=O)(=O)C1 (configuration not stated)	47%	7%	2%	4%	19	0%
O=C(Cc1cccc(C(F)(F)F)c1)N1CCCC1	-9%	7%	1%	10%	5	10%
COc1ccc(N(C(=O)CNC(=O)c2ccco2)C(C(=O)NC2CCCC2)c2ccco2)cc1 (configuration not stated)	1%	-11%	10%	-20%	-26	0%
Nc1nnn(CC(=O)N/N=C/c2ccccc2Cl)n1	-17%	3%	-2%	-4%	-4	13%
COc1cc(OC)cc(C(=O)N2CCN(Cc3cccc(F)c3)CC2)c1	46%	?	?	-3%	5	6%
CCN(CC)S(=O)(=O)c1ccc2[nH]c(=O)cc(C(=O)NCC(c3ccco3)N3CCCC3)c2c1 (configuration not stated)	-19%	-20%	/	-1%	-3	8%
COc1ccc(CCNC(=O)CCCn2c(=O)c3ccccc3n(Cc3ccccc3C)c2=O)cc1OC	/	18%	/	-4%	14	/

Looked up above.
Cc1cc(N2CCN(S(=O)(=O)c3ccc(Cl)cc3)CC2)c2ccccc2n1 in HCMV antiviral reads -87*
CCc1ccc(-c2cc(C)no2)cc1S(=O)(=O)Nc1cccc(CN2CCCC2)c1 in HCV inhibitor reads -10%

More entries follow.
SMILES	AmpC no deterg	AmpC detergent	FBPA Giardia inh	Sm TGR inh	HCMV antiviral	HCV inhibitor
COc1ccccc1C1C(C(C)=O)=C(O)C(=O)N1c1ccc(O)cc1 (configuration not stated)	-17%	6%	-19%	1%	-16	-10%
CCCc1nnc(NC(=O)c2cc(=O)c3cc(C)c(C)cc3o2)s1	/	5%	/	5%	3	/
COc1ccc(S(=O)(=O)NCC(=O)N(CC(=O)NCC2CCCO2)c2cc(C)ccc2C)cc1 (configuration not stated)	74%[activator]	2%	3%	3%	17	4%&-8%
COc1ccc(-c2onc(C)c2C)cc1S(=O)(=O)NCC1CCN(Cc2cccc(F)c2)CC1	/	3%	/	5%	0	/
COc1ccc(CCNC(=O)CSc2cn(CCNC(=O)c3ccc(OC)c(OC)c3)c3ccccc23)cc1OC	/	-1%	/	5%	-18	/
O=C(NCCc1ccccc1)C1CCC(CNS(=O)(=O)c2ccccc2)CC1 (configuration not stated)	-18%	-11%&2%	-4%	-3%&5%	-28&8	21%
COC(=O)c1ccccc1NC(=O)c1ccc(COc2ccccc2Cl)o1	/	18%	/	4%	15	/
O=C(c1ccco1)N1CCC(c2nc3ccccc3[nH]2)CC1	-6%	-12%	/	0%	-15	-18%
CCOC(=O)c1cc2c(=O)n3ccccc3nc2n(Cc2ccco2)c1=NC(=O)c1ccc(F)cc1	/	2%	/	-34%	-1	/
COc1cccc(-c2cc(C(F)(F)F)nc(-n3ccc([N+](=O)[O-])n3)n2)c1	-9%	3%	2%	2%	-36	?
COc1ccc(C(=O)Nc2ccc(S(=O)(=O)N3CCOCC3)cc2)cc1[N+](=O)[O-]	-28%	-7%	7%	-4%	-9	-26%
Cc1cc2c(cc1C)C(c1cccc(F)c1)CC(=O)N2 (configuration not stated)	-14%	1%	1%	3%	7	-10%
CCCCc1nnc(NC(=O)CCN2C(=O)C3CC=CCC3C2=O)s1 (configuration not stated)	-10%	2%	/	-7%	1	10%
CN(C)c1nc(OCCNC(=O)COc2ccc(Cl)cc2Cl)nc(N2CCCCC2)n1	17%	2%	1%	13%	2	?
CCCn1c2c(c(O)c(C(=O)Nc3ccc(OC)cc3)c1=O)CCCC2	-9%	-13%	-1%	11%	-11	11µM*
Cc1ccc(C(=O)OCC(=O)NCc2cccs2)cc1S(=O)(=O)N1CCOCC1	-4%	-2%	2%	-1%	0	15%
O=C(Cc1ccccc1)Nc1ccc2c(c1)C(=O)N(CC1CCCO1)C2=O (configuration not stated)	-5%[2.29 µM]	-10%	1%	-10%	-39	9%
Cc1ccc(NC(=O)Cn2cnc3c(nnn3Cc3ccc(F)cc3)c2=O)cc1	-4%	6%	3%	2%	-18	14%
Cc1cccc(N(Cc2ccccc2)C(=O)c2ccc(CS(C)(=O)=O)cc2)c1	105%[activator]	1%	/	-23%	-21	/
CC1(C)C(=O)Nc2ccccc2N1C(=O)c1ccc([N+](=O)[O-])cc1	-18%	-18%	8%	6%	44	8%
CCOC(=O)c1cccc(NC(=O)N2CC(CC)Oc3ccccc32)c1 (configuration not stated)	/	-4%	/	2%	-35	/
Cc1cc(C)n(-c2ccc(C(=O)OCC(=O)c3c(N)n(C)c(=O)n(C)c3=O)cc2)n1	94%[activator]	-3%	-5%	0%	-8	-21%
Cc1ccc(C(=O)N2CCN(c3ccc(NC(=O)c4ccc5c(c4)OCCO5)cc3)CC2)cc1	-11%	7%	/	9%	52	2.8µM*
O=c1[nH]c(CN2CCN(CCO)CC2)nc2ccccc12	-21%	-2%	0%	-12%	7	8%

The final two compounds of the section above open the next one.
SMILES	AmpC no deterg	AmpC detergent	FBPA Giardia inh	Sm TGR inh	HCMV antiviral	HCV inhibitor
Cc1ccc(C(=O)N2CCN(c3ccc(NC(=O)c4ccc5c(c4)OCCO5)cc3)CC2)cc1	-11%	7%	/	9%	52	2.8µM*
O=c1[nH]c(CN2CCN(CCO)CC2)nc2ccccc12	-21%	-2%	0%	-12%	7	8%
O=C(c1cc(F)c(F)cc1Cl)N1CCCCC1	-8%	-2%	2%	-5%	-19	-10%
CC(C)c1cccc(C(C)C)c1OC(=O)[C@H]1OC(c2ccc(Br)cc2)=C[C@@H]1c1ccc(Br)cc1	-37%	14%	/	0%	21	10%
COC(CN(C)C(C(=O)NC1CCCCC1)c1ccccc1)OC (configuration not stated)	-4%	2%	1%	?	17	11%
O=C(O)c1ccc(NC(=S)NC(=O)c2cccnc2)cc1	-12%	-11%	3.5µM*	35µM*	-12	6%
COc1ccc(-c2cc3ccccc3n2CC(O)CNCCO)cc1 (configuration not stated)	34%	0%	-39%	9%	-7	-1%
CCOC(=O)C1C2C=CC3(CN(Cc4cccs4)C(=O)C13)O2 (configuration not stated)	-29%	4%	1%	5%	19	14%
CCn1ncc(C2=NOC(C(=O)Nc3c(C)n(C)n(-c4ccccc4)c3=O)C2)c1C (configuration not stated)	-21%	1%	4%	-14%	-13	15%
OCCC1CN(Cc2ccc(C(F)(F)F)cc2)CCN1Cc1ccccc1 (configuration not stated)	124%[activator]	-1%	0%	-22%	-19	-17%

Rewritten with values under each structure: entries from further up
Under each structure – AmpC no deterg, AmpC detergent, FBPA Giardia inh, Sm TGR inh, HCMV antiviral, HCV inhibitor
CC(C)c1cccc(C(C)C)c1OC(=O)[C@H]1OC(c2ccc(Br)cc2)=C[C@@H]1c1ccc(Br)cc1
 : -37%, 14%, /, 0%, 21, 10%
COC(CN(C)C(C(=O)NC1CCCCC1)c1ccccc1)OC (configuration not stated)
 : -4%, 2%, 1%, ?, 17, 11%
O=C(O)c1ccc(NC(=S)NC(=O)c2cccnc2)cc1
 : -12%, -11%, 3.5µM*, 35µM*, -12, 6%
